Source: PubChem
MBD2 DNA inh – inhibitors of MBD2 binding to methylated DNA, primary screen, biochemical, TR-FRET, DNA-binding domain, human. MBD2 binding to methylated oligonucleotide. hit rate 0.31% among 370,000. inhibition, % at 4.4 µM; in the data active = inhibition above about 13%
TDP2 absorb – human TDP2 enzyme inhibitors, primary screen, biochemical, epi absorbance, recombinant enzyme | hit rate 0.34% among 370,000 | AID 720702, 2013 | T5PNP hydrolysis, p-nitrophenol absorbance 415 nm | Tyrosyl-DNA phosphodiesterase 2 (Homo sapiens), O95551 | inhibition, % at 12.8 µM;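 active = inhibition above the mean of all tested compounds plus 3 SD, set per campaign, cut at about 25% in these data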;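 note: 0% = DMSO with enzyme and 100% = buffer with substrate but no TDP2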
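Incubation: 2 h at 37 °C; Test system: recombinant human TDP2; Quantity: enzyme 120 nM; Read-out basis: percent inhibition; Medium: 50 mM Tris-HCl pH 7.5 with Mg2+, KCl, DTT, BSA; Repeats: single replicate; Compound: 12.8 µM single point, 1% DMSO; Signal: epi absorbance; Reagent: 5 mM T5PNP chromogenic substrate; Benchmarks: no-enzyme high, DMSO-plus-enzyme low.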
Tn6 DDE FP – inhibitors of Tn6 peptide binding to fibrin DD(E), primary screen, biochemical, fluorescence polarization, human fibrin, Tn6 probe. Fibrinogen beta chain (Homo sapiens), P02675. Fibrin DD(E) TRITC-Tn6 fluorescence polarization displacement. inhibition, % at 8.3 µM. hit rate 0.21% among 370,000. AID 720509, 2013;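 active = inhibition above a per-campaign cutoff: mean of compounds within control limits plus 3 SD, cut at about 15% in these data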;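 note: 0% = median of all compound wells on the plate and 100% = blocking peptide control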
UHRF1 binding – UHRF1 methylated DNA binding inhibitors, primary screen, counter-screen for MBD2 inhibitor project, biochemical, TR-FRET, human UHRF1, single concentration. E3 ubiquitin-protein ligase UHRF1 (Homo sapiens), Q96T88. UHRF1 binding to methylated oligo. inhibition, % at 4.4 µM. hit rate 0.75% among 370,000; in the data active = inhibition above about 21%;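 note: UHRF1 SRA domain binding a hemimethylated CpG hairpin DNA probe; 0% = median of test compound wells and 100% = reference inhibitor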
PRMT1 FP inh – PRMT1 methyltransferase inhibitors, primary screen, biochemical, fluorescence polarization. Protein arginine N-methyltransferase 1 (Homo sapiens), Q99873. recombinant PRMT1, activity-based probe fluorescence polarization. hit rate 1.3% among 370,000. inhibition, % at 2.79 µM;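 active = inhibition above about 21% made by adding two undisclosed values, limit read from the data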
TCR-CD3 inh – inhibitors of human TCR-CD3 interaction, primary screen, biochemical, fluorescence, TAMRA-labeled TCR probe; inhibition, % at 9.4 µM; hit rate 0.37% among 360,000; in the data active = inhibition above about 19%;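 note: recombinant mutant TCR 2C K166C tagged with TAMRA read by polarization; 0% = receptor in buffer alone and 100% = receptor with positive control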
LEDGF integ inh – blockers of LEDGF/p75-dependent integrase strand transfer – biochemical, TR-FRET, high throughput, primary screen; hit rate 0.64% among 370,000; inhibition, % at 3.7 µM; TR-FRET IN-LEDGF/p75 DNA integration, Eu/Cy5; HIV-1 integrase (with human LEDGF/p75);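 active = inhibition above the screen-wide mean plus 3 SD, cut at about 13% in these data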;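 note: signal is the Cy5 over europium emission ratio at 671 and 618 nm; 0% = plate median of compound wells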
KLK7 zymogen act – proKLK7 zymogen activators, primary screen, biochemical, fluorescence intensity; purified proKLK7, EDANS-DABCYL substrate fluorescence; 100% is mature enzyme control, 0% vehicle; activation, % at 7 µM; Kallikrein-7 (Homo sapiens), P49862; hit rate 0.9% among 370,000;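 active = activation above the mean of all tested compounds plus 3 SD, computed per campaign excluding outliers beyond control limits, cut at about 13% in these data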
Target sequence (P49862 whole entry, looked up): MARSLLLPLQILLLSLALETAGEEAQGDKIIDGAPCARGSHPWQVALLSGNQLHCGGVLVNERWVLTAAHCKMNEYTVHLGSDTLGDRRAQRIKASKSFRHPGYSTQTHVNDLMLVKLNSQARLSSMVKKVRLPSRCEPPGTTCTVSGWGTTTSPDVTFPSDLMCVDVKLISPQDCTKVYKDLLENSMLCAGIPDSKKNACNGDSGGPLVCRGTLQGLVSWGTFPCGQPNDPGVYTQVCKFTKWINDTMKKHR
SIAE primary – human SIAE inhibitors, primary screen, biochemical, fluorescence polarization, FP-Rh probe, 1536-well HTS. inhibition, % at 9.66 µM. hit rate 0.69% among 370,000. SIAE FP-Rh probe binding;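 active = inhibition above a cutoff: mean of compounds within the control limits plus 3 SD of those, cut at about 17% in these data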;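 note: 0% = plate median of compound wells and 100% = probe without SIAE protein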
Target sequence (Q9HAT2 whole entry, looked up): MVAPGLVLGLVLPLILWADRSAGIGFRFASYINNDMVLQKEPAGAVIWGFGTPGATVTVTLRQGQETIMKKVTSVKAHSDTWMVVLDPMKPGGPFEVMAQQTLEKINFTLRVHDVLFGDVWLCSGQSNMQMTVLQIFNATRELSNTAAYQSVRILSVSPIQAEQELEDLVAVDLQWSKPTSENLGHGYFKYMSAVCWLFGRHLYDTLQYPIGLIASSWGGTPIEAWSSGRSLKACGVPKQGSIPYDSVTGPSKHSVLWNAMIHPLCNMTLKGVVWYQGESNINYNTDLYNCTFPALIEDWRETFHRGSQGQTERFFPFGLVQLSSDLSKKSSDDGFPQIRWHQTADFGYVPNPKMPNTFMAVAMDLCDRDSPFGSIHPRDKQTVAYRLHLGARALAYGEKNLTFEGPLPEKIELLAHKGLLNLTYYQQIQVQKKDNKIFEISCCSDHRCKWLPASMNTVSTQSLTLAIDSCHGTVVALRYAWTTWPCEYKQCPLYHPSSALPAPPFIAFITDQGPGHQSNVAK
DDE Tn7 FP inh – inhibitors of Tn7 peptide binding to fibrin DD(E), primary screen, biochemical, fluorescence polarization, human fibrin, Tn7 probe; Fibrinogen beta chain (Homo sapiens), P02675; FP displacement of FITC-Tn7 peptide from fibrin DD(E); 0% = median of compound wells per plate; inhibition, % at 8.3 µM; hit rate 0.13% among 370,000; AID 720508, 2013;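 active = inhibition above the mean of compounds falling within the control limits plus 3 SD of them, cut at about 14% in these data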;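 note: 0% = plate median of compound wells and 100% = 10 µM Aha-Tn7 peptide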
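Test system – human fibrin DD(E) · Times – 10 min preincubation, 3 h with tracer, room temperature · Detection – fluorescence polarization of the labelled Tn7 tracer · Measure – percent inhibition normalized to high-control wells · Benchmarks – high control wells with 10 µM unlabelled Aha-Tn7 peptide (full inhibition) · Repeats – singlicate testing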
The depositor's hits bear a star. No enrichment for hits; any-hit rate near 4.6%.

compound	UHRF1 binding	PRMT1 FP inh	DDE Tn7 FP inh	Tn6 DDE FP	MBD2 DNA inh	LEDGF integ inh	KLK7 zymogen act	SIAE primary	TDP2 absorb	TCR-CD3 inh
COc1cc(C)c(S(=O)(=O)N2CCCC2)cc1C	-3	-2	-2	-5	3	2	-0.1	1	9	4
CC(O)(c1cccc(F)c1)c1nc(-c2cccc(F)c2)cs1 (centres undefined)	0	2	5	-4	3	-4	-0.2	-8	-2	-4
CC(=O)N1c2ccc(S(=O)(=O)N(C)CC(=O)N(C)Cc3ccccc3)cc2CC1C (centres undefined)	0	-4	1	0	-3	2	0.0	3	3	10
O=C(O)c1ccccc1C(=O)NCC(O)COc1ccc(Cl)cc1 (centres undefined)	-2	-4	-3	-3	2	-2	0.1	2	0	6
Cc1ccc(C(=O)Nc2cccc(S(=O)(=O)N3CCCCC3)c2)cc1S(=O)(=O)N1CCOCC1	-3	-2	3	-11	3	0	0.0	-45	2	0
COc1nsnc1N1CCOCC1	-1	-6	-7	1	2	0	0.4	-2	0	10
O=C(COc1ccc(Br)cc1)N1CCN(c2ccc([N+](=O)[O-])c(N3CCCCC3)c2)CC1	-6	2	-3	3	1	-1	-0.1	6	-8	4
O=C(c1cccc(S(=O)(=O)NCc2ccccc2)c1)N1CCCC(C(F)(F)F)C1 (centres undefined)	0	-3	-4	-2	-4	4	0.5	0	7	8
Cc1nnc(SCc2ccc(CSc3nnc(C)c(=O)[nH]3)cc2)[nH]c1=O	-4	3	6	1	2	2	-0.5	5	9	8
Cn1c(CNC(=O)c2ccccc2F)nnc1SCC(=O)NCc1ccccc1	0	-2	1	0	4	0	0.4	-6	5	3
NC(=S)n1[nH]c(-c2ccc([N+](=O)[O-])cc2)c(N=Nc2cccc([N+](=O)[O-])c2)c1=O	-6	7	-2	3	1	-2	0.3	-3	4	-5
Cc1ccc2c(c1)C(=O)N1[C@H]3c4cc(Cl)ccc4OC[C@@H]3[C@H](c3ccccc3)[C@]1(C)C(=O)N2	0	1	2	-6	-4	1	-0.4	-42	5	4
Cc1ccccc1NC(=O)CCN1CCCCCC1	0	-1	2	1	2	-1	0.1	7	2	4
O=C(Nc1nnc(CCN2CCCCC2)s1)c1ccccc1Cl	25*	4	2	-10	16*	4	-0.3	-4	-1	-3
O=C(N/N=C/c1cc2c(cc1[N+](=O)[O-])OCO2)c1ccccn1	6	6	-1	3	1	-4	0.3	0	-1	-5
Cc1nn(C)c(C)c1-c1c(C#N)c(N)nc2c1CCCCCC2	-1	-3	3	0	-5	3	0.6	3	4	0
C=CCOC(=O)C1=C(C)NC(C)=C(C(=O)OCC=C)C1c1ccc(C)o1	0	1	-1	15	3	-1	0.4	-2	-7	2
CCCCNC(=O)N(C)c1nc2ccccc2s1	3	4	1	-4	3	-4	0.0	-3	-4	-3
Cc1ccc(-c2nn(-c3ccccc3)cc2/C=N/n2c(-c3ccncc3)n[nH]c2=S)cc1	-1	-4	-4	3	1	1	0.5	-9	-1	-7
Cc1cccc(NC(=S)NC2CCCC2)c1C	-1	5	-2	7	-2	-9	-0.3	8	0	0
CCOC(=O)/C(C(N)=NCCCO)=C(/O)c1ccccc1	-1	-3	5	6	-8	0	-1.2	-7	-19	6
O=C(Cc1c[nH]c2ccccc12)N1CCN(S(=O)(=O)c2ccc(Cl)cc2)CC1	0	-2	-12	11	2	4	0.1	1	-7	0
O=C(CCN=C1NS(=O)(=O)c2ccccc21)NCc1ccccc1F	0	2	0	-1	-2	3	0.1	0	5	-4
CC(CNCc1ccc2c(c1)OCO2)NCc1ccc2c(c1)OCO2 (centres undefined)	2	-2	-1	4	2	1	-0.2	2	6	2
O=C(NC1CCCCC1)/C(=N\O)c1ccccn1	5	-1	-2	2	1	0	-0.1	1	-9	-3

Shown with two lines to a compound: part of the list above.
Every second line gives: UHRF1 binding | PRMT1 FP inh | DDE Tn7 FP inh | Tn6 DDE FP | MBD2 DNA inh | LEDGF integ inh | KLK7 zymogen act | SIAE primary | TDP2 absorb | TCR-CD3 inh
C=CCOC(=O)C1=C(C)NC(C)=C(C(=O)OCC=C)C1c1ccc(C)o1
    0 | 1 | -1 | 15 | 3 | -1 | 0.4 | -2 | -7 | 2
COc1nsnc1N1CCOCC1
    -1 | -6 | -7 | 1 | 2 | 0 | 0.4 | -2 | 0 | 10

The main list resumes; the 5 compounds before the break are reprinted first.
compound	UHRF1 binding	PRMT1 FP inh	DDE Tn7 FP inh	Tn6 DDE FP	MBD2 DNA inh	LEDGF integ inh	KLK7 zymogen act	SIAE primary	TDP2 absorb	TCR-CD3 inh
CCOC(=O)/C(C(N)=NCCCO)=C(/O)c1ccccc1	-1	-3	5	6	-8	0	-1.2	-7	-19	6
O=C(Cc1c[nH]c2ccccc12)N1CCN(S(=O)(=O)c2ccc(Cl)cc2)CC1	0	-2	-12	11	2	4	0.1	1	-7	0
O=C(CCN=C1NS(=O)(=O)c2ccccc21)NCc1ccccc1F	0	2	0	-1	-2	3	0.1	0	5	-4
CC(CNCc1ccc2c(c1)OCO2)NCc1ccc2c(c1)OCO2 (centres undefined)	2	-2	-1	4	2	1	-0.2	2	6	2
O=C(NC1CCCCC1)/C(=N\O)c1ccccn1	5	-1	-2	2	1	0	-0.1	1	-9	-3
CCC(C)(C)n1nnnc1C(c1ccc(C)cc1)N1CCN(Cc2ccc3c(c2)OCO3)CC1 (centres undefined)	3	-2	-2	3	-2	1	0.2	1	-3	0
O=S(=O)(c1cccc2nsnc12)N1CCCC1	4	3	-4	5	0	-1	-0.4	4	6	4
Cn1c(SCC(=O)NC2CCCCC2)nnc1-c1ccccc1O	1	0	5	0	1	-1	0.5	7	-4	5
COC(C(=O)Nc1ccnn1C1CCN(Cc2cnn(C(C)C)c2)CC1)c1ccccc1 (centres undefined)	0	1	3	8	-5	-2	-0.1	2	2	6
Cc1c(O)ccc(-c2n[nH]c(C(=O)O)c2-c2nc3ccccc3s2)c1O	5	9	3	-1	0	-4	8.4	1	3	-3
CCN(CC)S(=O)(=O)c1cccc(NC(=S)NC(=O)/C=C/c2ccc(S(=O)(=O)N3CCOCC3)cc2)c1	-1	-3	-2	4	1	-1	0.4	-13	-1	5
S=C(Nc1ccc(Cl)cc1)N1CCOCC1	-1	-1	-5	-7	0	-4	-0.1	-1	-7	0
Cc1cc(C)cc(OCC(=O)Nc2nc(-c3cccnc3)cs2)c1	3	35*	4	-3	9	-1	0.5	-2	-5	-3
Cc1nn(C)cc1C(=O)NNC(=S)Nc1ccccc1	0	0	-1	0	1	-1	0.6	8	10	9
CC(=O)Cc1nsc(NC(=O)c2ccc(-c3ccc(Cl)cc3Cl)o2)n1	1	3	6	6	0	-3	0.3	-2	-7	-3
Cc1ccc(C(=O)Sc2cccccc2=O)cc1	-12	45*	3	-6	-11	1	0.0	7	8	9
CCN(CC)C(=O)Cn1cc(C(=O)C(=O)NCCc2c[nH]c3ccccc23)c2ccccc21	0	-1	0	-5	2	2	0.8	4	5	10
O=C(CCN1C(=O)/C(=C/c2ccc(Cl)cc2)SC1=S)Nc1cccc(C(=O)O)c1	-3	-4	-1	6	3	4	0.3	8	6	1
Cc1ccccc1-c1nc(CN2CCCC(C(=O)NCc3cccnc3)C2)c(C)o1 (centres undefined)	-1	-2	-4	4	5	0	0.2	-6	9	0
COc1ccc(C=C2OC(=O)C(C(C)=O)=C2O)cc1	-1	0	1	0	-6	0	2.7	-23	3	-18
CC(=O)Nc1ccc(S(=O)(=O)NCCc2ccccn2)cc1	0	-4	0	1	-4	5	0.0	-3	-3	-4
CCOC(=O)c1c(NC(C)=O)sc(C(=O)NC2CCCC2)c1C	1	0	-7	1	-3	-3	-0.9	9	-3	-1
COC(CNC(=O)CC1C(=O)N(Cc2ccccc2)C(C)c2nc3ccccc3n21)OC (centres undefined)	1	-2	2	2	2	1	-0.2	7	8	4
CC(C)n1cc(C(=O)c2cc(Br)ccc2O)cc(C#N)c1=O	-1	-2	5	4	4	2	-0.4	0	11	3
